LMPTP inh = LMPTP phosphatase inhibitors, primary screen, biochemical, fluorescence intensity, uHTS | Low molecular weight phosphotyrosine protein phosphatase (Homo sapiens), P24666 | recombinant LMPTP-A, OMFP fluorogenic substrate | inhibition, % at 20 µM | 0.22% of 360,000 active | AID 651560, 2012;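 active means compounds that cut the enzyme signal by at least half of the control window in the single-dose screen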;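 further: plate controls were DMSO wells with enzyme plus substrate for no effect and substrate without enzyme for full effect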
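Assay system: LMPTP-A, protein tyrosine phosphatase of low molecular weight / Medium: pH 6.0 Bis-Tris buffer with DTT and Triton X-100 / Schedule: 50 min enzyme reaction at room temperature, protected from light / Measured by: endpoint fluorescence intensity from OMFP dephosphorylation / Read-out basis: % inhibition relative to no-enzyme and uninhibited control wells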
Scp-1 inhibitor = Scp-1 phosphatase inhibitors, primary screen, biochemical, colorimetric, uHTS | AID 493091, 2011 | Recombinant Scp1, phosphopeptide, malachite green phosphate absorbance | 0.88% of 340,000 active | Carboxy-terminal domain RNA polymerase II polypeptide A small phosphatase 1 (Homo … | inhibition, % at 20 µM;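 active means inhibition above about 50% at 20 µM, limit read from the data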;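 further: plate controls were DMSO wells with enzyme for no effect and wells lacking enzyme for full effect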
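assay system = SCP-1 phosphatase catalytic domain, residues 76-261 | buffer or medium = 50 mM Tris acetate pH 5.5, 0.005% Tween-20, 10 mM MgCl2 | incubation = enzyme reaction 45 min at room temperature, colour 5 min, stabilisation 30 min | signal = Phosphate-binding colour reagent, absorbance read at 630 nm | measure = % inhibition at 20 µM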
NadD inh = inhibitors of S. aureus NadD, primary screen, biochemical, colorimetric, uHTS | Nicotinate-nucleotide adenylyltransferase NadD (Staphylococcus aureus N315) | AID 602399, 2012 | 0.78% of 360,000 active | purified NadD enzyme, colorimetric absorbance read-out | inhibition, % at 20 µM; in the data active means inhibition above about 26%; further: some compounds past the cut are filed as inactive
STEP inh = STEP phosphatase inhibitors, primary screen, biochemical, fluorescence intensity, uHTS. Tyrosine-protein phosphatase non-receptor type 5 (Homo sapiens), P54829. inhibition, % at 20 µM. recombinant STEP, OMFP fluorogenic substrate. 0.25% of 360,000 active;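 active means inhibition at 20 µM, scaled per plate between control wells, above about 37%, limit read from the data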;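 further: 0% = DMSO with enzyme and substrate and 100% = substrate only without enzyme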
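System: isolated STEP enzyme; schedule: 20 min enzyme reaction at room temperature, protected from light; medium: Bis-Tris buffer pH 6.0, 2.5 mM DTT, 0.005% Tween 20; signal: fluorescence, 480/540 nm; dosing: single compound dose of 20 µM, 1% DMSO final; also added: OMFP substrate, 25 µM final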
SUMO1 PPI mod = modulators of SUMO1 protein-protein interactions, primary screen, biochemical, uHTS. SUMO1 binding to a labelled peptide, TR-FRET, 1 h. inhibition, % at 20 µM. 0.33% of 360,000 active. AID 602429, 2012; in the data active means inhibition above about 37%
TbMetRS inhib = T. brucei MetRS inhibitors, primary screen, biochemical, luminescence; purified T. brucei MetRS, ATP depletion, Kinase-Glo luminescence; inhibition, % at 11.9 µM; 0.4% of 360,000 active;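 active means inhibition above a per-plate cutoff of the control wells' mean inhibition plus 3 SD, cut at about 5.5% in these data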;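 further: 0% = DMSO wells median and 100% = median of wells with control inhibitor compound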
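Test system: purified T. brucei MetRS enzyme. Also added: ATP, methionine and E. coli bulk tRNA substrates. Compound: 11.9 µM single point. Schedule: 15 min enzyme-compound preincubation, 2 h reaction, 10 min detection, 25 °C. Signal: luciferase luminescence of residual ATP, Kinase-Glo. Evaluation: percent inhibition versus plate control medians. Controls: DMSO wells, low control.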
DNMT1 block = human DNMT1 methyltransferase inhibitors, primary screen, biochemical, molecular beacon, fluorescence, HinP1I cleavage, uHTS; 0.83% of 360,000 active; AID 588458, 2011; inhibition (reported as % activation of signal), % at 10 µM; in the data active means inhibition above about 50%
Target sequence (P26358 504-1616 limits assumed): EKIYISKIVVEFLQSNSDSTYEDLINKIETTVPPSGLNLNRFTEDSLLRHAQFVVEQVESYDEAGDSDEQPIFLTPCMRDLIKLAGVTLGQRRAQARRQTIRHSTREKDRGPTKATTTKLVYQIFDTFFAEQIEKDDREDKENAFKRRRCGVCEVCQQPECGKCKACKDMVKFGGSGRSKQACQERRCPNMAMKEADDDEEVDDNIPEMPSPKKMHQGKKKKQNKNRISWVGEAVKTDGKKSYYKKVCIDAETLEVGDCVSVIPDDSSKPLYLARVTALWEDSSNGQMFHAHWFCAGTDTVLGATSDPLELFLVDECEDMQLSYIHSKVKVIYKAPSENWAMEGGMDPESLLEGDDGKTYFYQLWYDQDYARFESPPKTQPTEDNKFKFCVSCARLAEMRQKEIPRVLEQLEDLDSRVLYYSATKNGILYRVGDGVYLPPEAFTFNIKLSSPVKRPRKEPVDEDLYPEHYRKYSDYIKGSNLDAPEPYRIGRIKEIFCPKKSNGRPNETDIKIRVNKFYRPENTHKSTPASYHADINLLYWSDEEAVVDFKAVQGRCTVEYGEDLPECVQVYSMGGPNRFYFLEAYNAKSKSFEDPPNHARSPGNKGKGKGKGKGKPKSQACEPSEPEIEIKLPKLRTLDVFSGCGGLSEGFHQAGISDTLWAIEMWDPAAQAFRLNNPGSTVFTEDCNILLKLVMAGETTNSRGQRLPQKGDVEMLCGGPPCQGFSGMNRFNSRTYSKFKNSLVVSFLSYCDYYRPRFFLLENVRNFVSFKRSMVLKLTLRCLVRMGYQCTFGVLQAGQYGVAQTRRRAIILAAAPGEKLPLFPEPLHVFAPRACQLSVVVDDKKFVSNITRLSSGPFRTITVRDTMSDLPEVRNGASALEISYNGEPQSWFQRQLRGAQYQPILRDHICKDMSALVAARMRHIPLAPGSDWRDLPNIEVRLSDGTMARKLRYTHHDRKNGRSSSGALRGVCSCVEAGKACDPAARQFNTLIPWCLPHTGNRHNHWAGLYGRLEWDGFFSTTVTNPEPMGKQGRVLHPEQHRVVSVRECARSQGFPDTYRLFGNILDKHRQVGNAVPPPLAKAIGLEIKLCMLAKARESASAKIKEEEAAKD
MLLE-PAM2 inh = inhibitors of PABP1 MLLE–PAM2 peptide binding, primary screen, biochemical, fluorescence polarization, FITC-PAM2, GST-MLLE; inhibition, % at 20 µM; 0.36% of 360,000 active; in the data active means inhibition above about 35%, passing the limit was not always enough;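 further: plate controls were DMSO wells with GST-MLLE for no effect and wells lacking GST-MLLE protein for full effect; some results filed as inactive read as strong as hits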
CSN deneddyl inh = inhibitors of CSN-mediated cullin deneddylation, primary screen, biochemical, fluorescence polarization, uHTS. inhibition, % at 12.5 µM. Purified CSN, SCF-Nedd8-OG deneddylation. AID 651999, 2013. 0.38% of 360,000 active. COP9 signalosome complex subunit 5 (Homo sapiens), Q92905;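 active means pattern-corrected inhibition above about 35%, with an unprinted fluorescence ratio check between 0.5 and 1.5, limit read from the data, passing the limit was not always enough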;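 further: 0% = enzyme with substrate and 100% = substrate without enzyme; some results filed as inactive read as strong as hits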
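Material: human Csn5 produced in HEK293T cells; Input: enzyme 0.24 nM; Reagent: SCFSkp2-Nedd8OG substrate at 10 nM final; Dosing: 12.5 µM compound; Incubation: 90 min reaction at room temperature; Detection: fluorescence polarization of the substrate; Evaluation: % inhibition of substrate cleavage by Csn5; Control set: substrate-only high control, full reaction low control.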
Rpn11 block = Rpn11 (PSMD14) deubiquitinase inhibitors, primary screen, biochemical, fluorescence polarization, uHTS. calls only at 20 µM. 0.59% of 360,000 active. human 26S proteasome, Ub4-pepOG fluorescence polarization; 20S core pre-blocked with epoxomicin. 26S proteasome non-ATPase regulatory subunit 14 (Homo sapiens), O00487;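 active means inhibition at 20 µM, scaled to each plate's controls, above about 33%, limit read from the data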
* = called active by the depositor; i = inactive; nt = no result given; + = active, no number; & = joins results of further samples.

SMILES	LMPTP inh	Scp-1 inhibitor	NadD inh	STEP inh	SUMO1 PPI mod	TbMetRS inhib	DNMT1 block	MLLE-PAM2 inh	CSN deneddyl inh	Rpn11 block
COC(=O)Nc1ccc2c(c1)Nc1ccccc1CC2	1.9	-9	-4	0	1	-0.2	-1	-13	4	i
COc1cc2c(=O)n(CCCC(=O)NCC3CCCO3)c(=O)n(CC(=O)c3ccc(F)cc3)c2cc1OC (stereo not drawn)	-0.6	-8	-3	-3	12	-0.2	-4	8	1	i
c1ccc(COc2cccc(-c3cc4nc(NCCN5CCOCC5)ccn4n3)c2)cc1	-6.9	nt	-13	4	2	-0.5	-13	-16	2	i
COc1ccc(CNC(=O)C[C@H]2C(=O)N(c3ccccc3)C[C@@H]2Cc2ccccc2)cc1	-0.4	-1	-2	-2	1	-0.1	-3	-15	5	i
COc1cc(C(=O)OC(C)CN2CCOCC2)cc(OC)c1OC (stereo not drawn)	-1.6&-2.4	4&1	0&-5	-1&1	-1&1	-0.3&-0.2	3&2	7&9	-6&2	i
Cc1cnc(C(=O)OCc2nc3ccccc3o2)cn1	-0.3	2	-4	-2	-1	-0.7	4	-2	3	i
Cc1ccc(C(=O)CCS(=O)(=O)c2ccc(Br)cc2)cc1	-0.6	-8	-4	-1	0	-0.4	5	24	-1	i
COc1ccc(C(=O)Nc2ccc(S(=O)(=O)N3CCCC3)cc2)cc1	-0.2	-7	-8	-2	5	-0.5	-2	-1	-3	i
OC(COc1ccc(Cl)cc1)CN1CCCCC1 (stereo not drawn)	-0.7	-4	-1	-1	1	0.0	5	-6	-5	i
Cc1ccc(-c2ccc(CCC(=O)O)n2C(C)C)cc1	1.6	-7	4	2	4	1.1	-2	-9	2	i
COc1ccc(OCc2nc3c4c(ncn3n2)-c2ccccc2CC42CCCC2)cc1	2.2	-13	-9	2	2	-0.4	9	-9	1	i
CC(=O)Nc1cccc(-c2nc3ccccc3n2C(C(=O)NC(C)(C)C)C2CC2)c1 (stereo not drawn)	-1.0	nt	nt	nt	-2	0.5	nt	nt	0	nt
CC(=O)OC1CC2(C)C(CCC2(O)C(C)=O)C2CCC3C(Cl)C(=O)CCC3(C)C12 (stereo not drawn)	-0.3	-8	-3	-1	2	-0.2	0	3	-1	i
c1ccc(-c2ccc(-c3nc(-c4ccccn4)no3)cc2)cc1	3.0	7	-5	9	-3	-3.9	-6	-8	-1	i
O=C(CN1C(=O)C(=O)N(Cc2ccco2)C1=O)Nc1ccc(F)c(F)c1F	0.0	1	6	-1	-2	-0.4	11	10	2	i
Cc1ccc(NC(=O)C2CCCNC2=O)nc1 (stereo not drawn)	-0.4	-5	-1	0	0	-0.4	0	1	-1	i
Cc1ccc(CNc2oc(-c3ccco3)nc2S(=O)(=O)c2ccccc2)cc1	1.2	-11	-4	1	0	-0.2	-16	-55	5	+
CCCCc1c(C)c2cc(C)ccc2[nH]c1=O	-0.8	-7	0	-1	19	0.1	0	10	-3	i
Cc1cc(C)c2cc(C#N)c(N3CCCN(C(=S)NCCCN(C)C)CC3)nc2c1	-3.4	-12	3	6	-23	0.1	-1	-116	7	i
CN(CC(=O)O)c1ccc(C(F)(F)F)cc1[N+](=O)[O-]	2.4	1	3	1	-8	-1.2	2	-1	-12	i
Cc1ccn(CC(=O)NC2CCCN(Cc3ccc(CC(C)C)cc3)C2)n1 (stereo not drawn)	-1.0	-2	-2	-1	4	-0.5	0	-5	5	i
CCCCNC(=S)N(CCN(C)C)Cc1cc2cc3c(cc2[nH]c1=O)OCCO3	-0.4	-3	-6	0	2	-0.6	-3	-129	5	i
CN1/C(=C\C=Nc2cc(S(=O)(=O)N3CCOCC3)ccc2N2CCOCC2)C(C)(C)c2ccccc21	-1.9	3	6	3	-2	0.2	0	3	6	i
CCOC(=O)CNC(=O)CSc1nnc(NC(=O)c2ccccc2Cl)s1	1.3	-2	3	0	4	-0.3	5	5	0	i
COc1ccccc1CNc1nc2nc(C)c(C)c(=O)n2[nH]1	-0.8	-5	0	1	3	0.2	1	7	-3	i
Other results follow.
SMILES	LMPTP inh	Scp-1 inhibitor	NadD inh	STEP inh	SUMO1 PPI mod	TbMetRS inhib	DNMT1 block	MLLE-PAM2 inh	CSN deneddyl inh	Rpn11 block
COc1cc(C(O)c2nc(-c3cccc4cccnc34)cs2)ccc1F (stereo not drawn)	0.2	nt	3	-4	-17	-0.2	1	11	0	i
COc1cccc(C(N)=O)c1OC(=O)Cc1ccccc1F	-0.4	-12	-9	3	5	-0.6	1	-8	-2	i
O=C(CNS(=O)(=O)c1cccs1)N1CCCC1	-1.1	-10	-4	-2	-1	-0.7	0	-8	0	i
CCOc1ccc(C2CC(c3ccccc3)Nc3nc(N)nn32)cc1 (stereo not drawn)	-0.6	-1	-1	2	-1	0.1	5	-10	-3	i
CC(C)(C)NC(=O)/C(=C/c1cccnc1)NC(=O)c1ccco1	-1.1	-14	2	-2	-1	0.6	0	-1	1	i
Cc1ccc(/C=N/NC(=O)c2ccoc2C)s1	1.0	-5	-4	2	-10	-0.1	2	3	-10	i
CCCCNCc1cc(Br)c(OCc2cccs2)c(OC)c1	-1.0	4	-9	2	-12	-0.3	3	3	-4	i
Cc1cccc(/C(N)=N/OC(=O)COc2ccccc2Cl)c1	2.1	-11	-2	4	-1	-0.1	-2	0	-3	i
CCOC(=O)N1CCN(C(=O)CN2C(=O)COc3ccc(C(C)(C)C)cc32)CC1	-0.7	-5	5	0	-2	-0.5	0	-5	-1	i
N#Cc1cnn2c3c(cnc12)C(=O)N1CCc2ccccc2C1C3 (stereo not drawn)	-0.3	3	-1	-2	-7	0.6	-4	24	-12	i
O=C(CC(=O)Nc1ccc(Br)cc1)Nc1ccc(Br)cc1	0.7	-4	-4	0	4	7.0*	4	-11	-1	i
CCOC(=O)c1sc2ncn(C(CC)C(=O)OC)c(=O)c2c1C (stereo not drawn)	-1.0	-7	-4	2	4	0.3	-7	-7	1	i
COC(=O)[C@@]1(Cc2ccccc2)C=C[C@@H](C)N1C(C)=O	-1.4	-2	-1	3	2	-0.2	7	3	-1	i
O=C(NCc1cccnc1)NC(C(F)(F)F)C(F)(F)F	-0.5	-3	-3	-4	2	-0.4	1	1	-4	i
Cc1cccc(NC(=O)CN(c2ccc(F)cc2)S(C)(=O)=O)c1	-1.0	6	3	-5	2	-1.7	-6	-2	3	i
O=C(N/N=C/c1cc([N+](=O)[O-])ccc1O)c1ccc(COc2ccc3c(c2)CCC3)o1	69*	81*	52*	90*	0	-0.2	72*	2	2	i
Cc1ccc(NC(=O)C(c2ccccc2)N2CCN(C(=O)c3ccco3)CC2)cc1Cl (stereo not drawn)	0.4	-3	6	0	1	-0.3	-3	4	-3	i
CCOC(=O)c1nc2ccccc2s1	0.6	3	-3	-2	3	0.0	-1	8	3	i
Nc1ccc(S(=O)(=O)Nc2nc(-c3ccccc3)cc(-c3ccccc3O)n2)cc1	3.2	nt	8	0	7	0.9	0	0	1	i
CC(C)(C)N(Cc1ccccc1)C(=O)CN1C(=O)c2ccccc2C1=O	-0.1	-7	-3	-1	-18	-1.1	-2	10	2	i
Cc1nn2c(=O)c3c4c(sc3nc2n1-c1ccccc1)COC(C)(C)C4	-1.7	-11	0	1	1	-0.6	4	-15	2	i
COCc1cc(C)n(CC(=O)Nc2ccc(N3CCOCC3)cc2)c(=O)c1C#N	-1.5	-8	1	0	-6	-0.3	0	-5	5	i
CC(=O)N1CCN(c2ccccc2NC(=O)COc2cc(C)ccc2C(C)C)CC1	-0.4	-10	5	-4	0	-1.0	-9	-2	-9	i
COc1ccc(N2CC(C(=O)OCC(=O)c3ccccc3)CC2=O)cc1 (stereo not drawn)	0.7	-6	-1	-1	8	0.1	1	4	4	i
Cc1cccc(C)c1NC(=O)Cn1nc(-c2ccc(Cl)s2)ccc1=O	0.6	-6	-2	0	-18	-0.4	1	-8	-2	i
Cn1nc2sc3ccccc3n2c(=O)c1=O	-1.0	-7	4	-1	-4	-0.2	1	13	4	i
CCCCN(C(=O)C1=CC=CN2CCS(=O)(=O)N=C12)c1ccccc1	-0.4	19	0	0	4	-0.9	3	7	-5	i
CC(C)COc1ccc(C(=O)Nc2ncn[nH]2)cc1	-3.2	-4	8	-3	1	0.3	-1	11	1	i
Cc1cc(SCC(=O)NC(=O)c2cccn2C)nc2ccccc12	1.6	-2	4	-1	-1	-0.3	-10	0	5	i

Reformatted with bars between the fields: part of the list above.
mol | LMPTP inh | Scp-1 inhibitor | NadD inh | STEP inh | SUMO1 PPI mod | TbMetRS inhib | DNMT1 block | MLLE-PAM2 inh | CSN deneddyl inh | Rpn11 block
CCOC(=O)c1nc2ccccc2s1 | 0.6 | 3 | -3 | -2 | 3 | 0.0 | -1 | 8 | 3 | i
O=C(CNS(=O)(=O)c1cccs1)N1CCCC1 | -1.1 | -10 | -4 | -2 | -1 | -0.7 | 0 | -8 | 0 | i
Cc1cccc(/C(N)=N/OC(=O)COc2ccccc2Cl)c1 | 2.1 | -11 | -2 | 4 | -1 | -0.1 | -2 | 0 | -3 | i
CC(C)COc1ccc(C(=O)Nc2ncn[nH]2)cc1 | -3.2 | -4 | 8 | -3 | 1 | 0.3 | -1 | 11 | 1 | i
O=C(N/N=C/c1cc([N+](=O)[O-])ccc1O)c1ccc(COc2ccc3c(c2)CCC3)o1 | 69* | 81* | 52* | 90* | 0 | -0.2 | 72* | 2 | 2 | i

Compound activity: PubChem BioAssay, several laboratories
